Screening data (PubChem BioAssay)
AT treatment – potential ataxia-telangiectasia treatments restoring KAP-1 phosphorylation; AID 485349; hit rate 0.19% among 320,000; Potency, µM (doses to about 57.5 µM), inactives show top-dose activation, usual class: activators; […] A-T fibroblasts, KAP-1 phosphorylation AlphaLISA; neocarzinostatin DNA damage 30 min before lysis; also: potency is read from the fitted curve at half-maximal effect; % of control where 0% means no effect; nearly all actives have a fitted effect of over 45% in size
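ATM-like activity read as KAP-1 phosphorylation via AlphaLISA donor/acceptor antibody pairs after lysis and 6 hr at 25C. Cells were ATM-null patient fibroblasts ([…], hTERT), dosed 60 min, then exposed to the DSB inducer NCS for 30 min.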
TCR activator – activates T cell receptor signaling. primary human leukocytes, anti-CD3, IL-2 HTRF, 48 h. AID 504894. 330,000 tested, under 10 active. Potency, µM (titrated, usually from 9.22 µM), without a hit: top-dose activation of IL-2 secretion, usual class: activators; also: % of control where 0% means no effect
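Primary human leukocytes incubated 48 hr with anti-CD3 beads plus compound, without co-stimulation. Secreted IL-2 measured by HTRF (europium cryptate/d2 anti-IL-2 pair, 320 nm excitation, 665 nm emission).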
hERG WT inh – KCNH2 (human, wildtype) channel inhibition. Q12809. U2OS, BacMam KCNH2, thallium flux FluxOr; stronger effect = lower value. activity change, % at 1.84 µM. hit rate 0.37% among 340,000. AID 720551;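 active = maximum activity change below -70%; inconclusive = maximum activity change between -70% and -50%; inactive = maximum activity change above -50%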; also: % is scaled to controls: 0 for no effect and ±100 for the full control effect
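U2OS cells were transduced with wild-type KCNH2 virus (2.03 x 10^8 / mL) for 4 h at room temperature, then cultured overnight at 37 C. Thallium flux was read with FluxOr dye. Rate constants were normalized to DMSO controls.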
Coupling enz – counter-screen for Giardia aldolase inhibitors: coupling enzyme system | hit rate 0.67% among 290,000 | activity change, negative = inhibition, % at 58.2 µM, hits read low | coupling enzyme system counterscreen, AmpLite Red fluorescence; in the data active = activity change below about -30%; also: % is scaled to controls: 0 for no effect and ±100 for the full control effect
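Counterscreen lacking aldolase: glyceraldehyde-3-phosphate coupling-enzyme reagent preincubated 10 min at RT with compound (at 57.5 uM final), then substrate/coupling system with AmpLite Red added; fluorescence read at 525/598 nm after 20 min RT.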
TSHR antag – antagonists of human thyroid stimulating hormone receptor. P16473. TSHR-expressing cells, TSH-stimulated cAMP HTRF, 2 h; stronger effect = lower value. activity change, negative = inhibition, % at 11.5 µM. hit rate 0.2% among 330,000. AID 504810;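 active = activity change below a set negative limit, meaning inhibition stronger than a set level, cut at about -70% in these data; inconclusive = activity change between two set negative limits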; also: % is scaled to controls: 0 for no effect and ±100 for the full control effect
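TSHR-expressing cells, 200/well, pre-treated with compound, then stimulated with EC80 TSH (4nM final) for 2 hours at 37 deg C. cAMP measured by competitive HTRF: anti-cAMP cryptate antibody in lysis buffer plus cAMP-d2, read after 30 minutes at room temperature.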
BCR signal inh – inhibitors of chronic active B-cell receptor signaling; ABC-DLBCL IkBa-CBG/CBR reporter, luminescence ratio, 4 h; Potency, µM (top dose mostly 46.1 µM), without a hit: top-dose ratio change, negative = lower green/red ratio, most hits filed as inhibitors; hit rate 0.05% among 340,000; active = well fitted inhibition curve with a large enough effect in the signal ratio, with a control signal flat, not every such curve was filed as active; inconclusive = small, poorly fitted or top-dose-only effect, or effect the other way, or a change in a side signal; the % refers to the signal ratio;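 also: potency is read from the fitted curve at half-maximal effect; plate controls were basal doxycycline-induced cells for no effect and cells given 10 µM MG132 for full effect; MG132 reads +100%, hits lower the ratio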
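TMD8 human ABC-DLBCL cells with doxycycline-inducible IκBα–green luciferase fusion and unfused red luciferase, in 0.5% FBS medium; compounds up to 46 uM, 4 h at 37C. Green/red luminescence ratio, filter-overlap corrected, fitted to concentration-response curves.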
MLL CXXC-DNA inh – MLL CXXC-DNA interaction inhibition; Q03164; MLL-CXXC / FITC-HOXA9 DNA fluorescence polarization; Potency, µM (doses to about 115 µM), for inactives: top-dose activity change, negative = inhibition, most hits filed as inhibitors; hit rate 0.037% among 290,000; active = well fitted inhibition curve with a large enough effect in the polarisation, with a control signal flat, not every such curve was filed as active; inconclusive = small, poorly fitted or top-dose-only effect, or effect the other way, or a change in a side signal; inactive = no such curve, though single readings can be large or run the other way; the % refers to the polarisation; also: potency is read from the fitted curve at half-maximal effect
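Purified MLL-CXXC (added from a 7 uM solution) was preincubated 5 min at ambient with pinned compounds in 50 mM Tris-HCl pH 7.5, 50 mM NaCl, 1 mM DTT, 0.05% BSA. Fluorescein-labeled HOX-A9 DNA (50 nM solution) followed, 30 min, then polarization read.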
Giardia kill – Giardia lamblia killing | hit rate 0.15% among 340,000 | Giardia lamblia trophozoite viability | activity change, % at 7.66 µM, hits read low | AID 540267; in the data active = activity change below about -80%; inconclusive = between about -30% and that limit;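 also: parasites exposed to compound for two days anaerobically before the ATP read; % is scaled to controls: 0 for no effect and ±100 for the full control effect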
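Killing of trophozoites was scored by loss of ATP luminescence after a 48 hrs anaerobic exposure to compounds at 37 deg C, using 100 cells per well.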
Tb PFK inh – inhibitors of T. brucei phosphofructokinase | hit rate 0.17% among 330,000 | O15648 | Potency, µM (highest dose often 57.5 µM), for inactives: at the highest dose activity, negative = inhibition, hits mostly inhibitors | T. brucei PFK, ADP-Glo luminescence | AID 485367;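 also: potency is read from the fitted curve at half-maximal effect; 0% = uninhibited 1x PFK enzyme wells and -100% = no-enzyme wells; nearly all actives have a fitted effect of over 60% in size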
Target sequence (O15648 whole entry, looked up): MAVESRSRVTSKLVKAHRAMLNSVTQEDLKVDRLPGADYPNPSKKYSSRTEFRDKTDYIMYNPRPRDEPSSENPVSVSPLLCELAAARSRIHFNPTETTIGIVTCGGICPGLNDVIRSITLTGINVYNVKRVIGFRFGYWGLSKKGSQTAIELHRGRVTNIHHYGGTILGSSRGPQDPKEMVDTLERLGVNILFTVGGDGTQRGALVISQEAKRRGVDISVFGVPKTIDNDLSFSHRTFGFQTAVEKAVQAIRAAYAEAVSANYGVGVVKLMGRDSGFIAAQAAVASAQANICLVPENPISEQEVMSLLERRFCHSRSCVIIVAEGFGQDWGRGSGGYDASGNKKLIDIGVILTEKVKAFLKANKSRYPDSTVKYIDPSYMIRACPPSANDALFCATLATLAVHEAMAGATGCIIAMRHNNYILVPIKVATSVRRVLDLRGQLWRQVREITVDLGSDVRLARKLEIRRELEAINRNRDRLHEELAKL
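Activity is normalized to no-enzyme wells (full inhibition) and 1.25 nM enzyme wells (no inhibition). Reaction: 0.5 mM F6P, 0.1 mM ATP, 45 min RT, ADP-Glo luminescence; concentration-response curves fitted and classed by quality.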
GALK inh – galactokinase (human) inhibition; hit rate 0.007% among 270,000; Purified GALK, Kinase-Glo residual ATP luminescence; Potency, µM (titrated, usually from 57.5 µM), for the others: at the top dose activity change, negative = inhibition, most hits filed as inhibitors; P51570; also: potency is read from the fitted curve at half-maximal effect; % is scaled to controls: 0 for no effect and ±100 for the full control effect
Target sequence (P51570 whole entry, looked up): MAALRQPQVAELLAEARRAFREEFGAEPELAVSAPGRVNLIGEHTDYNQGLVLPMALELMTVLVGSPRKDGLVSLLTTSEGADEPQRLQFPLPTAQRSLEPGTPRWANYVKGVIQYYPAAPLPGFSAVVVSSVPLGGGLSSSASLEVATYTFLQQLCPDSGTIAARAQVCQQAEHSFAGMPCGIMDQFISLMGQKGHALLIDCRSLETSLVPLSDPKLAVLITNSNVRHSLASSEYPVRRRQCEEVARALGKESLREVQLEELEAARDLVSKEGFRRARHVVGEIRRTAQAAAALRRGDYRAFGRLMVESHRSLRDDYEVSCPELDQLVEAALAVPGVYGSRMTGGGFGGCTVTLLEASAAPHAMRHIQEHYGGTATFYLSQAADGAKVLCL
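Human GALK (5 nM) with 35 uM ATP and 100 uM galactose in 20 mM HEPES pH 8.0, 5 mM MgCl2, 60 mM NaCl, 1 mM DTT, 0.01% BSA. After 1 h at room temperature, leftover ATP was read by Kinase-Glo Plus luminescence.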
An asterisk follows results filed as active; [ ] = remark or other dose. Unless noted, calls follow the shape of the dose curve; as a rule, active = well fitted curve in the direction sought with a large enough effect; inconclusive = small, poorly fitted or top-dose-only effect, or another doubt; inactive = no such curve, though single readings can be large; an effect the other way counts as inactive or inconclusive.

`CCOC(=O)c1nn(-c2ccc(OCC)cc2)c2nc(CC(C)C)c(C#N)c(=O)n12` gave TCR activator -5.4%[46.1 µM], hERG WT inh 29.8, Coupling enz 5.8, TSHR antag -4.5, BCR signal inh -3.4%, MLL CXXC-DNA inh 1.7%, Giardia kill 13.6, Tb PFK inh 2.8% and GALK inh -0.5%.
COC(=O)c1ccc(S(=O)(=O)N2CCc3ccccc3C2)cc1 was read as AT treatment -2.2%, TCR activator 5.3%, hERG WT inh 14.0, Coupling enz 1.0, TSHR antag -6.8, BCR signal inh 2.7%, MLL CXXC-DNA inh -13.6%, Giardia kill 11.8, Tb PFK inh 0.6% and GALK inh 3.8%.
Screening C[C@@H](C(=O)NCc1ccccc1)N1C(=O)C2CC=CCC2C1=O (stereo partly drawn) returned AT treatment 1.0%, TCR activator -0.9%, hERG WT inh 11.7, Coupling enz 0.7, TSHR antag 4.6, BCR signal inh inconclusive, MLL CXXC-DNA inh -2.5%, Giardia kill -8.6, Tb PFK inh -5.8% and GALK inh -0.9%.
`COc1ccc(/C=N/NC(=O)C2C3CCCCC32C)cc1OC` (stereo not drawn) gave AT treatment 0.2%, TCR activator 4.8%, hERG WT inh 2.5, Coupling enz -0.1, TSHR antag 6.1, BCR signal inh inconclusive, MLL CXXC-DNA inh -27.1%, Giardia kill -16.9, Tb PFK inh -5.8% and GALK inh 3.8%.
For Clc1ccc2oc(-c3ccccn3)nc2c1 the results were TCR activator -3.6%, hERG WT inh -4.5, Coupling enz -3.7, TSHR antag 21.0, BCR signal inh 5.9%, MLL CXXC-DNA inh 8.4%, Giardia kill -28.8, Tb PFK inh 16.0% and GALK inh -1.2%.
Screening CCOc1ccc2nc3c(cc2c1)CN(CCCO)C(=NCCOC)S3 returned AT treatment -1.4%, TCR activator -1.3%, hERG WT inh 4.5, Coupling enz -16.0, TSHR antag -17.5, BCR signal inh -3.5%, MLL CXXC-DNA inh -4.5%, Giardia kill -11.0, Tb PFK inh -7.1% and GALK inh -0.8%.
For CC1CCCC(NC(=O)C2c3ccccc3C(=O)N2Cc2cccs2)C1C (stereo not drawn) the results were AT treatment -3.2%, TCR activator -2.5%[46.1 µM], hERG WT inh 8.6, Coupling enz 1.3, TSHR antag 7.7, BCR signal inh 1.0%, MLL CXXC-DNA inh 1.9%, Giardia kill -21.7, Tb PFK inh -1.4% and GALK inh 0.1%.
For Cc1ccc(NC(=S)N2CCC(N(C)CC3CCCO3)CC2)cc1C (stereo not drawn) the results were AT treatment 4.2%, TCR activator -3.4%, hERG WT inh -2.3, Coupling enz 1.9, TSHR antag 4.8, BCR signal inh inconclusive, MLL CXXC-DNA inh -2.6%, Giardia kill -3.8, Tb PFK inh -0.9% and GALK inh 1.6%.
Screening Nc1nonc1-c1nc2ccccc2n1CC(=O)O returned AT treatment -0.9%, TCR activator 9.2%, hERG WT inh -3.5, Coupling enz -0.4, TSHR antag 5.0, BCR signal inh 8.3%, MLL CXXC-DNA inh -7.1%, Giardia kill -10.2, Tb PFK inh 3.4% and GALK inh -1.9%.
Screening Cc1nn(C)c(C(=O)Nc2ccn(Cc3ccccc3F)n2)c1[N+](=O)[O-] returned AT treatment 0.1%, hERG WT inh -10.2, Coupling enz 1.3, TSHR antag -1.2, BCR signal inh inconclusive, MLL CXXC-DNA inh 1.7%, Giardia kill 5.5, Tb PFK inh -14.0% and GALK inh -0.6%.
N#CC(C#N)=C1c2cc(S(N)(=O)=O)ccc2-c2ccc(S(N)(=O)=O)cc21 was read as AT treatment -11.6%, TCR activator -11.8%, hERG WT inh -35.0, Coupling enz -18.1, TSHR antag -5.3, BCR signal inh -6.2%, MLL CXXC-DNA inh 22.4%, Giardia kill -8.4, Tb PFK inh 0.1% and GALK inh -2.7%.
CCOC(=O)c1cc(C)nc(Sc2ccc(C)cc2)c1C#N was read as AT treatment 8.9%, TCR activator 0.9%, hERG WT inh -2.9, Coupling enz 0.9, TSHR antag -5.1, BCR signal inh inconclusive, MLL CXXC-DNA inh -14.1%, Giardia kill -1.2, Tb PFK inh -3.3% and GALK inh 2.2%.

3 compounds out of the list, ordered by formula weight, ascending:
Screening C[C@@H](C(=O)NCc1ccccc1)N1C(=O)C2CC=CCC2C1=O (stereo partly drawn) returned AT treatment 1.0%, TCR activator -0.9%, hERG WT inh 11.7, Coupling enz 0.7, TSHR antag 4.6, BCR signal inh inconclusive, MLL CXXC-DNA inh -2.5%, Giardia kill -8.6, Tb PFK inh -5.8% and GALK inh -0.9%.
`COc1ccc(/C=N/NC(=O)C2C3CCCCC32C)cc1OC` (stereo not drawn) gave AT treatment 0.2%, TCR activator 4.8%, hERG WT inh 2.5, Coupling enz -0.1, TSHR antag 6.1, BCR signal inh inconclusive, MLL CXXC-DNA inh -27.1%, Giardia kill -16.9, Tb PFK inh -5.8% and GALK inh 3.8%.
For CC1CCCC(NC(=O)C2c3ccccc3C(=O)N2Cc2cccs2)C1C (stereo not drawn) the results were AT treatment -3.2%, TCR activator -2.5%[46.1 µM], hERG WT inh 8.6, Coupling enz 1.3, TSHR antag 7.7, BCR signal inh 1.0%, MLL CXXC-DNA inh 1.9%, Giardia kill -21.7, Tb PFK inh -1.4% and GALK inh 0.1%.

Further results follow.
Cc1ccc(-c2nc(COC(=O)c3c(C)noc3C)cs2)cc1 was read as AT treatment 24.5%, TCR activator 4.4%, hERG WT inh 13.0, Coupling enz -4.0, TSHR antag -41.9, BCR signal inh -14.2%, MLL CXXC-DNA inh -4.5%, Giardia kill 8.3, Tb PFK inh 0.4% and GALK inh -0.3%.
O=C(Nc1cccc(C(F)(F)F)c1)C1CCCN(c2ncccn2)C1 (stereo not drawn) was read as AT treatment 4.4%, hERG WT inh -10.2, Coupling enz -13.3, TSHR antag -8.6, BCR signal inh 2.1%, MLL CXXC-DNA inh 21.8%, Giardia kill 20.1, Tb PFK inh 1.3% and GALK inh -1.5%.
For CCOC(=O)/C(C#N)=C/C1=C(N2CCCC2)CC(C)(C)OC1 the results were AT treatment -3.1%, TCR activator 4.3%, hERG WT inh -6.1, Coupling enz -0.4, TSHR antag -4.9, BCR signal inh 3.5%, MLL CXXC-DNA inh -3.7%, Giardia kill 0.8, Tb PFK inh -0.8% and GALK inh -0.5%.
CCCN(C(=O)Cn1ncc2c([nH]c3ccccc32)c1=O)c1ccccc1C was read as AT treatment -11.4%, TCR activator 3.1%, hERG WT inh 27.0, TSHR antag -2.9, BCR signal inh -5.7%, MLL CXXC-DNA inh 15.8%, Giardia kill -3.7, Tb PFK inh -1.1% and GALK inh 5.2%.
`O=C1Nc2ccccc2C12OCCCO2` gave AT treatment 5.2%, TCR activator 0.3%, hERG WT inh -0.7, Coupling enz 0.8, TSHR antag -8.5, BCR signal inh inconclusive, MLL CXXC-DNA inh -0.2%, Giardia kill 19.0, Tb PFK inh 3.9% and GALK inh 5.3%.
Screening Cc1ccc(CNC(=O)CCNS(=O)(=O)c2cccc3nonc23)cc1 returned AT treatment 3.7%, TCR activator -0.5%, hERG WT inh 13.9, Coupling enz 6.1, TSHR antag 11.6, BCR signal inh -0.6%, MLL CXXC-DNA inh 11.6%, Giardia kill -0.2, Tb PFK inh -0.3% and GALK inh 3.2%.
Screening C[C@H](O)[C@H](O)[C@H]1CNc2nc(N)[nH]c(=O)c2N1 returned AT treatment 0.0%, TCR activator -1.1%, hERG WT inh 5.1, TSHR antag -3.3, BCR signal inh 1.2%, Giardia kill 5.6 and Tb PFK inh -0.6%.
For CCOc1nnc(C)c2c(C)n(-c3cccc(OC)c3)nc12 the results were AT treatment 8.3%, TCR activator 3.9%, hERG WT inh -4.0, Coupling enz 1.8, TSHR antag 12.3, BCR signal inh -18.1%, MLL CXXC-DNA inh 23.0%, Giardia kill 8.5, Tb PFK inh inconclusive and GALK inh -2.7%.
c1ccc(-c2ccc(OCCOCCn3cncn3)cc2)cc1 was read as AT treatment -0.7%, TCR activator 7.4%, hERG WT inh -8.0, Coupling enz -0.2, TSHR antag 2.4, BCR signal inh inconclusive, MLL CXXC-DNA inh -2.4%, Giardia kill -5.0, Tb PFK inh 5.3% and GALK inh 2.0%.
